Source: PubChem BioAssay
Rat MKP-3 inhibitors: MKP-3 phosphatase inhibitors, primary screen, biochemical, rat enzyme, in vitro (AID 425) | recombinant MKP-3 phosphatase activity, fluorescence; higher % means a stronger effect | 110,000 tested, 0.17% active | one-dose inhibition, % at 20 µM; IC50 in µM for titrated hits; in the data active = inhibition above about 50%;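 also: plate controls were vehicle for no effect and reference inhibitor for full effect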
Hsp70 displacement: small molecules displacing fluorescent ligand from Hsp70 – biochemical, fluorescence polarization, primary screen (AID 583); 140,000 tested, 0.06% active; displacement, % at 20 µM, or IC50 in µM where a hit was titrated; Hsp70 fluorescence polarization probe displacement, mP; higher % means a stronger effect; in the data active = displacement above about 50%;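 also: plate controls were vehicle for no effect and reference ligand for full effect; a part of the inactive calls stands beside numbers as strong as those of hits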
* = called active by the depositor; . = no result given; & = joins results of further samples.

The line under a structure holds: Rat MKP-3 inhibitors	Hsp70 displacement
1. O=C(CCc1nc2ccccc2s1)N1CCN(S(=O)(=O)c2cccs2)CC1
  4%	6.5%
2. COc1ccc(N2C(=O)C(Cl)=C(Nc3ccc(F)cc3)C2=O)cc1
  -10%	-0.7%
3. COc1ccc2c(CC(=O)NCc3ccc4c(c3)OCO4)coc2c1
  3%	1.7%
4. Cc1ccc(S(N)(=O)=O)cc1NC(=O)COc1ccccc1
  0%	-0.9%
5. CCCC1=NN2C(=N)/C(=C/c3cccc(OCc4ccccc4F)c3)C(=O)N=C2S1
  5%	4.8%
6. Cc1ccc(N2C(N)=C(C#N)C(c3cccnc3)C3=C2CC(C)(C)CC3=O)cc1 (stereo not drawn)
  -6%	3.9%
7. CCOc1cc(C2C(C(=O)N3CCOCC3)=C(C)NC3=C2C(=O)CCC3)ccc1O (stereo not drawn)
  .	3.3%
8. CCC1CCCCN1CCCNC(=O)CNC(=O)Cn1ccc2ccccc2c1=O (stereo not drawn)
  9%	4.6%
9. COC(=O)c1cc(NC(=O)c2ccc(Cl)c([N+](=O)[O-])c2)cc(C(=O)OC)c1
  3%	2.9%
10. CCN(CC)c1ccc(C(=O)NCC(=O)OC)cc1
  3%	-3.6%
11. COC(F)(C(=O)Nc1ccc2c(c1)C(=O)NC2=O)C(F)(F)F (stereo not drawn)
  2%	-0.7%
12. CCC(=O)Nc1ccc(-c2nnc(SCC(=O)Nc3nccs3)n2C)cc1
  -3%	2.3%
13. NC(=O)c1ccc(NC(=O)CCC(=O)O)cc1
  -3%	4.6%
14. CC(=O)Nc1ccc(N2C(=O)CSC2c2c(F)cccc2Cl)cc1 (stereo not drawn)
  .	-3.1%
15. CCN(CC)CCn1c(NCc2ccccn2)nc2ccccc21
  .	1.4%
16. COc1ccccc1Nc1nc(C)cc(=O)[nH]1
  -4%	-2.2%
17. Cc1ccc(/C(O)=C2/C(=O)C(=O)OC2c2ccc(Cl)cc2)cc1 (stereo not drawn)
  .	12%
18. COc1ccc(-n2c(COc3cccc4ccccc34)nnc2SCC#N)cc1
  .	-5.2%
19. Cc1ccc(-c2nc3sc4c(c3c(=O)o2)CCCCC4)cc1
  -1%	-4.2%
20. O=C1/C(=C/c2ccc(Cl)cc2Cl)SC(=S)N1C1CCS(=O)(=O)C1 (stereo not drawn)
  0%	6.8%
21. CN1CCc2c(sc3c2C(=O)NC(c2ccccn2)N3)C1 (stereo not drawn)
  -20%	25%
22. O=C(CN1CCOCC1)NC1CC2CCC1C2 (stereo not drawn)
  -8%	-5.0%
23. O=C1/C(=C/c2ccc(O)c(O)c2)SC(=S)N1c1ccc(O)cc1
  8%	-5.5%
24. COc1ccc(C(C2=C(O)CC(C)(C)CC2=O)C2C(=O)CC(C)(C)CC2=O)c2ccccc12 (stereo not drawn)
  3%	1.0%
25. CSc1nnc2c(n1)[nH]c1c(C)cccc12
  -20%	4.3%
26. COc1ccc(Br)cc1/C=N/N=C1/NC(=O)CS1
  1%	-4.4%
27. COc1ccc(C2NC(=O)NC(C)=C2C(=O)Nc2cccc(Cl)c2)cc1 (stereo not drawn)
  3%	5.4%
28. COc1cccc(C2c3c(oc4ccc(Cl)cc4c3=O)C(=O)N2c2cc(C)on2)c1OC (stereo not drawn)
  -1%	1.1%
29. COc1ccccc1CN(Cc1cc2cc(C)cc(C)c2[nH]c1=O)Cc1nnnn1CC1CCCO1 (stereo not drawn)
  -5%	-1.5%
30. Nc1ccc2nn(-c3ccc(Cl)cc3)nc2c1
  6%	-1.6%
31. Cc1c(/C(O)=C2/C(=O)C(=O)N(CCN3CCOCC3)C2c2ccco2)cnn1-c1ccccc1 (stereo not drawn)
  -10%	-1.0%
32. O=C1CCCCCN1CP(=O)(O)CCc1ccccc1
  -5%	-0.8%
33. O=C(CSc1ncccn1)Nc1ccc(S(=O)(=O)N2CCCCC2)cc1
  .	-0.7%
34. S=c1[nH]c2ncccc2o1
  -1%	0.3%
35. CCCCCOc1ccc(NC(=O)C(=O)NCCC2=CCCCC2)cc1
  .	0.2%
36. CCC(C)NC(=O)CCS(=O)(=O)c1ccc2c(c1)n(C)c(=O)c(=O)n2C (stereo not drawn)
  -5%	6.3%
37. CC(=O)N1CCCc2cc(S(=O)(=O)N3CCN(c4ccccn4)CC3)ccc21
  -6%	1.8%
38. Cc1sc(CO)c(Sc2ccccc2)c1C(=O)O
  2%&0%	-0.5%&-0.8%
39. COc1ccc(OC)c(NC(=O)CN(c2cc(OC)ccc2OC)S(C)(=O)=O)c1
  -1%	3.8%
40. CCCNC(=O)c1c(NC(=O)c2cccc(C)c2)sc2c1CCCC2
  3%	-7.2%
41. CCCNC(=O)Cc1ncn[nH]1
  -8%	0.4%
42. COc1ccc(N2C(=O)CC(n3cnc4ccccc43)C2=O)cc1 (stereo not drawn)
  .	-1.5%
43. COC(=O)c1cn(CCOc2ccccc2OC)c2ccccc12
  .	6.0%
44. COc1ccccc1CNC(=O)CCN1C(=O)COc2ccc(C)cc21
  -1%	0.6%
45. Cc1ccc(-c2noc(CCC(=O)NC3CCCc4ccccc43)n2)cc1 (stereo not drawn)
  1%	-1.3%
46. O=C(CCCN1C(=O)c2cccc3cccc(c23)C1=O)OCC(=O)c1ccc(F)cc1
  -1%	-1.6%
47. CC(C)Oc1nnnn1-c1ccccc1
  .	2.5%
48. CCN(CC)c1ccc(/C=N/NC(=O)CSc2nc3ccccc3n2Cc2ccccc2)c(O)c1
  0%	3.0%
49. Cc1cc(C)cc(Nc2ccc(C(=O)O)cc2N)c1
  .	-2.7%
50. COc1ccc(O)c(CN2CCN(Cc3ccccc3OC)CC2)c1
  3%	-6.2%
51. Cc1cccc(NC(=O)c2cc(NC(=O)c3ccco3)ccc2N2CCCCC2)c1
  -5%	-3.0%
52. COc1ccc(C(CC(=O)c2ccccc2)C2CCCCC2=O)cc1 (stereo not drawn)
  .	13%
53. CC1(C)CC(NC(=O)C(=O)NCCc2ccc(Cl)cc2)CC(C)(C)N1
  1%	2.9%
54. CCc1cccc2c1=NC(=O)C=2c1sc(=S)[nH]c1O
  2%	-1.6%
55. COCCN(CCOC)S(=O)(=O)c1ccc(C(=O)NCCCN2CCOCC2)cc1
  -10%	-1.2%
56. O=C1C=C(c2cccc([N+](=O)[O-])c2)C(=O)N1c1ccc(Cl)c(Cl)c1
  6%	-4.4%
57. c1cncc(CNc2cccc(-c3nc4ccccc4s3)c2)c1
  5%	-4.5%
58. Cn1c(=O)c2c(nc(CN3CCC(C(N)=O)CC3)n2Cc2c(Cl)cccc2Cl)n(C)c1=O
  -3%	-3.2%
59. Cc1cccc(C)c1NC(=O)CN(C)CC(=O)Nc1cc(Cl)ccc1C#N
  .	7.6%
60. CCn1cc(C2=NC(C(C)C)CO2)c2ccccc21 (stereo not drawn)
  2%	-3.2%

Continuation:
The line under a structure holds: Rat MKP-3 inhibitors	Hsp70 displacement
61. CC(=O)NNC(=O)c1ccncc1
  .	4.7%
62. CCCC(C(=O)NCc1ccc(OC)cc1)N(Cc1ccco1)C(=O)c1snc(C(N)=O)c1N (stereo not drawn)
  -5%	-1.7%
63. O=C1C(=O)N(C2CCCCC2)C(=O)N1c1ccc(Cl)cc1
  0%	0.2%
64. COC(=O)CCN1C(=O)/C(=C/c2cccc(OCc3ccccc3)c2)SC1=S
  6%	3.2%
65. S=C1NC2=C(CCCC2)C2(CCCCC2)N1
  .	2.0%
66. COc1ccc(CNCc2ccncc2)cc1OC
  0%	-1.6%
67. CCOC(=O)C1CCCC(NS(=O)(=O)c2ccc(NC(C)=O)cc2)C1 (stereo not drawn)
  .	1.5%
68. CCc1cccc(C)c1NC(=O)CN1C(=O)c2ccccc2S1(=O)=O
  -5%	-1.7%
69. COc1ccc(N(CC(=O)Nc2ccc(Br)cc2)S(=O)(=O)c2ccccc2)cc1Cl
  2%	0.2%
70. CN1/C(=C/C(=O)c2nc(S(C)(=O)=O)ncc2Cl)C(C)(C)c2ccccc21
  5%	1.3%
71. CC1CCN(C(=O)CSc2ccc3nnc(-c4cccc(F)c4)n3n2)CC1
  -6%	-5.7%
72. COc1ccc2oc(/C=C/N(C)C)c(C(=O)c3ccccc3)c2c1
  4%	-4.8%
73. c1ccc(N2CCN(c3ncnc4scc(-c5cccs5)c34)CC2)cc1
  -11%	3.1%
74. O=C(NCCCN1CCOCC1)c1cc2c(s1)CCCC2
  -11%	1.1%
75. Cc1ccc(C(=O)Oc2ccc(C(=S)N3CCOCC3)cc2)cc1
  3%	-0.2%
76. COC(=O)/C(=C\Nc1cccc(Cl)c1C)c1ncc(C(F)(F)F)cc1Cl
  .	9.0%
77. O=C(NCc1cccs1)C(=O)Nc1cccc(C(F)(F)F)c1
  -1%	-2.1%
78. COc1ccc(-c2c(C#N)c(SCc3c(C)noc3C)nc3c2C(=O)CC(C)(C)C3)cc1
  0%	.
79. COc1ccc2c(=O)c(-c3ccccc3C)c(C)oc2c1
  .	-1.5%
80. COc1ccc2[nH]c(=O)c(CN(CCO)S(=O)(=O)c3ccc4c(c3)OCCO4)cc2c1
  -3%	2.3%
81. CC(C)OC(=O)CSc1nnc(-c2ccc(C(C)(C)C)cc2)n1N
  -4%	4.2%
82. Cc1c(Br)cc(C(=O)NCc2ccco2)c(C)c1C
  -11%	-2.1%
83. Cn1c(CCN2CCN(c3ccc(F)cc3)CC2)nc2cc(NC(=O)c3ccco3)ccc21
  -8%	4.2%
84. CS(=O)(=O)N1CCN(c2ccccc2NC(=O)C(c2ccccc2)c2ccccc2)CC1
  .	1.2%
85. CCc1cc(N2CCOCC2)cc2c1[nH]c1ccccc12
  -7%	-0.5%
86. O=C(CSc1nnc(-c2cccnc2)n1-c1ccccc1)NCc1ccc2c(c1)OCO2
  -2%	0.0%
87. COc1ccc(-c2cnc(NC(=O)/C=C/c3cccs3)s2)cc1
  2%	-4.9%
88. COc1cccc2cc(C(=O)N3CCN(C(=O)c4ccco4)CC3)c(=O)oc12
  -7%	4.0%
89. CC(Oc1ccccc1)C(=O)Nc1cccc(C(=O)Nc2ccccc2Cl)c1 (stereo not drawn)
  -4%	5.6%
90. CCOC(=O)c1c(NC(=O)CSc2nnc(-c3cccnc3)o2)sc(C(C)=O)c1C
  -3%	-1.4%
91. O=c1oc2ccc3ccccc3c2cc1-c1ccc(I)cc1
  1%	-0.6%
92. COc1cc2c(cc1OC)C(C(=O)NC1CC1)C1c3ccccc3CCN1C2=O (stereo not drawn)
  -4%	-1.2%
93. Cc1ccccc1NC(=O)CC1c2ccccc2CC(C)(C)N1C (stereo not drawn)
  1%	5.2%
94. CCCNC(=O)COC(=O)c1[nH]c(C)c(C(=O)OCC)c1C
  .	0.2%
95. COc1ccc(CNC(=O)c2ccc(N3CCCC3=O)cc2)cc1
  -7%	1.5%
96. CC(C)COC(=O)c1cc(-c2ccc(/C=N/n3cnnc3)o2)ccc1Cl
  2%	-31%
97. CC(C)Oc1ccc(C2CC(=O)N(c3ccccc3)C2=O)cc1 (stereo not drawn)
  .	-5.1%
98. CCCNc1nc2c(c(=O)[nH]c(=O)n2C)n1CCC(C)C
  2%	-0.8%
99. Cc1ccc(S(=O)(=O)n2cc(-c3ccccc3)c(N)n2)cc1
  .	-0.6%
100. COC(=O)c1c(C(=O)OC)c2n(c1C)Cc1ccccc1C2
  -16%	-2.9%
101. CCN1CSC(=S)N(Cc2ccc(OC)cc2)C1
  .	9.4%
102. Cc1nc(NC2=NCN(CCc3ccccc3)CN2)nc2ccccc12
  -1%	4.6%
103. CCN(CC)CCn1c(NCc2cccc(OC)c2)nc2ccccc21
  1%	-3.1%
104. O=C(CCNC(=O)c1ccc(Br)o1)NCc1ccc(Cl)cc1
  -3%	-2.4%
105. COc1ccccc1C1SCCN1S(=O)(=O)c1cccc(C(F)(F)F)c1 (stereo not drawn)
  -6%	0.5%
106. CN1C(=O)C(=Cc2ccc(O)c([N+](=O)[O-])c2)C(=O)N(C)C1=O
  2%	0.9%
107. CC(C)c1ccc(/C=N/n2cnnc2)cc1[N+](=O)[O-]
  5%	-3.2%
108. Cc1cccc(Cn2c(NCC(C)O)nc3c2c(=O)n(C)c(=O)n3C)c1 (stereo not drawn)
  2%	-0.6%
109. COc1ccc(OC)c(NC2=NS(=O)(=O)c3cc([N+](=O)[O-])ccc32)c1
  -2%	-0.1%
110. Cc1cc(C)nc(N2CCCC(C(=O)NCc3cccc(C(F)(F)F)c3)C2)n1 (stereo not drawn)
  -6%	-6.2%
111. O=C(Oc1ccc(N2C(=O)CCC2=O)cc1)c1ccccc1
  .	-1.4%
112. Cc1ccc2nsnc2c1NC(=O)c1cc(Br)ccc1Cl
  -1%	-1.2%
113. Cc1cc(NC(=O)CCCN2C(=O)c3cccnc3C2=O)no1
  -14%	-1.9%
114. COc1cc(C2/C(=C(/O)c3ccccc3)C(=O)C(=O)N2c2cccc(C)c2)ccc1O (stereo not drawn)
  -5%	4.3%

These rows are one share of the data; rates above refer to the full screens.
